Cycloheximide cs – affects cycloheximide protein synthesis inhibition readout, counter-screen; cell reporter, cycloheximide protein synthesis inhibition counterscreen; max response, %; actives 12% (n = 300,000); AID 2314; in the data active = max response mostly above about 13%, no sharp cut-off; inactive = mostly below about 14%; note: read at 38.3 µM for the half of the compounds with a filed dose; 0% is about no effect
Giardia FBPA inh – inhibitors of Giardia lamblia fructose-1,6-bisphosphate aldolase; actives 0.71% (n = 290,000); AID 2451; purified Giardia FBPA; A8B2U2; Potency, µM (series often up to 59.6 µM), for the others: at the top dose activity, negative = inhibition, hits mostly inhibitors; note: potency is the fitted concentration of half-maximal effect; % is set by controls: 0 for no effect and ±100 for the full control effect; nearly all actives have a fitted effect of over 55% in size
Target sequence (A8B2U2 whole entry, looked up): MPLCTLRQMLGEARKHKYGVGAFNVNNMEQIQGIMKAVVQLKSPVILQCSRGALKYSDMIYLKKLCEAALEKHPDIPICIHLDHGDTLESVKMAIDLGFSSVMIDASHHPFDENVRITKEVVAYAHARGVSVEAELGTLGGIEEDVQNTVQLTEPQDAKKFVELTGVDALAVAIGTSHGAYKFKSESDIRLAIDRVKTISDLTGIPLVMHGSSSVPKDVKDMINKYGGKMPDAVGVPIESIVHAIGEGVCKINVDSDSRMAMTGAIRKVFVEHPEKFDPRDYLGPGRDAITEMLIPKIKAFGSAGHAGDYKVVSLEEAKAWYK
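Giardia FBPA (40 nM reagent) was preincubated 10 min at RT with compound (up to 57.5 uM final), then substrate plus GAPDH/TPI/NAD/arsenate coupling system with diaphorase/resazurin was added; resorufin fluorescence (525/598 nm) was read after 20 min.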
Pf growth 96h – P. falciparum growth inhibition at 96 hours | P. falciparum luciferase reporter growth, 96 h | Potency, µM (highest dose often 28.7 µM), without a hit: top-dose activity change, negative = inhibition, hits mostly inhibitors | actives 6.9% (n = 320,000) | AID 504834; note: potency is the fitted concentration of half-maximal effect; % is set by controls: 0 for no effect and ±100 for the full control effect
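Luminescence readout: decreased luciferase signal marks inhibited growth of reporter-expressing P. falciparum in infected red cells (2% hematocrit, 0.05% parasitemia final), exposed to compound two generations (96 h, 37 C, 5% CO2).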
Pf growth 48h – P. falciparum growth inhibition at 48 hours (one generation). Potency, µM (doses to about 28.7 µM), for inactives: at the highest dose activity change, negative = inhibition, actives largely listed as inhibitors. P. falciparum luciferase growth in erythrocytes, 48 h. actives 5.9% (n = 310,000). AID 504832; note: potency is the fitted concentration of half-maximal effect; % is set by controls: 0 for no effect and ±100 for the full control effect
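Luciferase-expressing P. falciparum in infected erythrocytes (2% hematocrit, 0.1% parasitemia final) in RPMI 1640/0.5% Albumax were exposed to compound for 48 hours at 37 C, 5% CO2; growth read as luminescence.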
Sm TGR block – blocks Schistosoma mansoni thioredoxin glutathione reductase | Q962Y6 | purified TGR, DTNB reduction, TNB absorbance 405 nm | Potency, µM (highest dose often 114 µM), inactives show at the top dose activity change, negative = inhibition, hits mostly inhibitors | actives 3% (n = 360,000) | AID 485364; note: potency is the fitted concentration of half-maximal effect; % is set by controls: 0 for no effect and ±100 for the full control effect; nearly all actives have a fitted effect of over 60% in size
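First, TGR (20 nM dispensed) and NADPH were mixed with compound. Second, a 15 min room-temperature incubation followed. Third, further NADPH and then DTNB were added to start the reaction. Finally, TNB absorbance was monitored kinetically.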
Shiga toxin inh – inhibitors of Shiga toxin in Vero cells | Vero cells, Shiga toxin protein synthesis inhibition reporter | inhibition, % at 38.7 µM | actives 9.2% (n = 290,000) | AID 2315; in the data active = inhibition mostly above about 28%, no sharp cut-off; inactive = mostly below about 43%; note: 0% is about no effect
Starred values were filed as active, the others as inactive; u = inconclusive; x = no result given; & = joins results of further samples; [ ] = remark or other dose. Unless noted, calls come from the whole dose curve; as a rule, active = well fitted curve in the direction sought with a large enough effect; inconclusive = small, poorly fitted or top-dose-only effect, or another doubt; inactive = no such curve, though single readings can be large; an effect the other way counts as inactive or inconclusive.

Order of values: Cycloheximide cs | Giardia FBPA inh | Pf growth 96h | Pf growth 48h | Sm TGR block | Shiga toxin inh
- O=S(=O)([O-])CCC[n+]1c(/C=C\Nc2ccccc2)oc2ccc(-c3ccccc3)cc21
 : 5 | -15% | u | 8% | 0%[57.1 µM] | -6
- O=C(CN1CCN(C2CCCCC2)CC1)Nc1cccc2ccccc12
 : -3 | u | 46%[activator] | -1% | 0% | -6
- CCOC(=O)c1sc(NC(=O)CN2C(=O)NC3(CC(C)CC(C)(C)C3)C2=O)c(C(=O)OCC)c1C (configuration not stated)
 : -1 | 1% | 2.1µM* | 8.3µM* | 4% | 6
- O=C(O)c1cccc(/C=C2/C[C@@H]3[C@@H](/C=C/[C@@H](O)C4CCCCC4)[C@H](O)C[C@@H]3O2)c1
 : 6 | 3% | x | x | x | 18
- Cc1sc2ncnc(N3CCC(C(=O)NNC(=O)COc4ccccc4Cl)CC3)c2c1C
 : x | x | u | 12µM* | -7% | x
- O=C(COc1ccc([N+](=O)[O-])cc1)Nc1ccc2c(c1)OCO2
 : 11 | -4% | -1% | 18% | 7% | 22
- CC(=O)Nc1cccc(/C(C)=N/NS(=O)(=O)c2ccc(C)cc2)c1
 : -2 | 2% | 62%[1.15 µM] | 32%[activator] | 0% | 18
- Cc1ccc(NC(=O)CNC(=O)Cc2cccc3ccccc23)c(O)c1
 : x | x | 32%[activator] | -20% | 7% | x
- CC(NC(=O)c1ccncc1)c1ccccc1 (configuration not stated)
 : -5 | 5% | u | -4% | -6% | x
- Cc1cccc(N(CC(=O)NC(C)(C)C)C(=O)CCC(=O)Nc2nccs2)c1
 : 3 | 9% | -19% | u | -32% | -8
- O=C(NCCC1CCCCN1S(=O)(=O)c1ccc(Cl)cc1)C(=O)NCc1cccnc1 (configuration not stated)
 : x | x | u | u | -10% | x
- Cn1c(=O)[nH]c(=O)c2c1nc(N1CCCCCC1)n2CCSc1nc2ccccc2o1
 : 0 | -1% | 34%[activator] | 31%[activator] | 1% | -3
- Cc1ccc2cc(CCNC(=O)CCCc3ccccc3)c(=O)[nH]c2c1
 : -10 | x | u | 4% | 68%[activator] | 5
- O=C(CSc1nnc(-c2ccc(F)cc2)c2ccccc12)Nc1c(F)cccc1F
 : -2 | 4% | u | -17% | 8% | 2
- O=C(NC1CCCCC1)N1CCN(c2nc(-c3ccccc3)cs2)CC1
 : 4 | 1% | u | 31%[activator] | 15% | 7
- CCc1nnc(NC(=O)C23CC4CC(CC(C4)C2)C3)s1
 : 24* | 7% | 114%[activator] | 74%[activator] | 32% | 56*
- CC(C)c1nnc(NC(=O)CCC(=O)NCCc2ccccc2)s1
 : 1 | 1% | 13% | -11% | 12% | 11
- CC(C)CN(CC(C)C)C(=O)CCCC(=O)N(CC(C)C)CC(C)C
 : -2 | 0% | -7% | -11% | -7% | -7
- CC1(c2ccccc2)NC(=S)N2C1NC(=S)N2c1ccccc1 (configuration not stated)
 : 1 | u | -9% | x | -3% | 18
- C=CCn1c(SCc2nc3sc(C(=O)O)c(C)c3c(=O)[nH]2)nnc1-c1ccccc1
 : 5 | -24% | 4% | 2% | -1% | -7

The results go on:
Order of values: Cycloheximide cs | Giardia FBPA inh | Pf growth 96h | Pf growth 48h | Sm TGR block | Shiga toxin inh
- CC(C)OP(=O)(OC(C)C)C(NCc1ccccc1)c1ccccc1 (configuration not stated)
 : -1 | -8% | u | -18% | 9% | -2
- CCN1CCN(C(=O)COc2ccc(S(=O)(=O)NC(C)C)cc2)CC1
 : -1 | 0% | u | 1% | 1% | -11
- OCCN(CC#CCn1c2ccccc2c2ccccc21)CCO
 : -1 | -10% | 10% | 6% | -19% | 11
- COc1cc(C2CC(=O)Nc3n[nH]c(-c4ccccc4)c32)cc(OC)c1OC (configuration not stated)
 : -3 | 7% | u | u | -2% | -6
- CN(CC(=O)Nc1ccc(F)cc1)C(=O)CSc1ccc2c(c1)OCCO2
 : x | x | u | -9% | -22% | x
- CC(=O)CNc1ccc(S(=O)(=O)N/N=C/c2ccccc2)cc1
 : -2 | 0% | 11% | 13% | -9% | -9
- CC(C)C[C@@H](CSc1ccccc1)N1CCN(C)CCC1=O
 : 18* | 1% | -29% | 21% | -23% | 24
- Cc1ccc(CNC(=O)C2CCC(CNc3c(N4CCC(C)CC4)c(=O)c3=O)CC2)cc1 (configuration not stated)
 : -2 | 4% | -6% | u | 5% | 9
- Clc1ccc(OCCn2cnc(Cl)c2Cl)cc1
 : -2 | 2% | u | u | -2% | 24
- CCc1nccn1CCC(=O)N1CCCC(Nc2ccc(C(C)C)cc2)C1 (configuration not stated)
 : 0 | x | 3% | -13% | 8% | -30
- O=c1cc(CSc2ccc(Cl)cc2)[nH]c2[nH]n(-c3ccccc3)c(=O)c12
 : 1 | 1% | 15% | 4% | 45µM* | 22
- C=CCn1c(=O)c(C=Nc2c(OC)cccc2[N+](=O)[O-])c(O)n(CCCC)c1=O
 : -6 | -8% | -17% | -6% | -26% | -10
- O=C(N/N=C1\CCCCc2ccccc21)c1ccccn1
 : 44* | u | -2% | 87%[activator] | -1% | 90*
- CCCCNC(=O)C1CCCN(S(=O)(=O)c2ccc(-n3cnnn3)cc2)C1 (configuration not stated)
 : -5 | 5% | 73%[activator] | -6% | -7% | -6
- Cc1cc(NC(=O)c2noc3c2CCCC3)nn1Cc1ccc(Cl)cc1
 : 19 | 8% | -30% | 11% | 10% | 12
- Cc1cccc(N2CCN(c3ccc(C(N)=O)cc3[N+](=O)[O-])CC2)c1C
 : -1 | 5% | 24% | 11% | x | 5
- COc1ccc(CCNC(=O)C2CC(c3ccccc3[N+](=O)[O-])=NO2)cc1 (configuration not stated)
 : 49* | -2% | 81%[activator] | 104%[activator] | 4% | 52
- CCn1c(-c2cc(Cl)ccc2OC)n[nH]c1=S
 : -1 | -3% | 22% | x | 0% | -7
- N#CC1=C(N)N(c2ccc(Cl)c(Cl)c2)C(=O)C1
 : -5 | -12% | -1% | 11% | 13% | -6
- O=C(COc1ccc(Br)cc1)NCCCNC(=O)c1cnccn1
 : -2 | 10% | u | u | 12% | -10

Results in Pf growth 96h, Cycloheximide cs and Sm TGR block, for four of the compounds above:
Compound	Pf growth 96h	Cycloheximide cs	Sm TGR block
Cc1cc(NC(=O)c2noc3c2CCCC3)nn1Cc1ccc(Cl)cc1	-30%	19	10%
Clc1ccc(OCCn2cnc(Cl)c2Cl)cc1	u	-2	-2%
O=C(COc1ccc(Br)cc1)NCCCNC(=O)c1cnccn1	u	-2	12%
Cc1ccc(CNC(=O)C2CCC(CNc3c(N4CCC(C)CC4)c(=O)c3=O)CC2)cc1 (configuration not stated)	-6%	-2	5%

Additional entries:
SMILES | Cycloheximide cs | Giardia FBPA inh | Pf growth 96h | Pf growth 48h | Sm TGR block | Shiga toxin inh
CCC(=O)Nc1ccc(C(=O)CSc2nc3ccccc3[nH]2)cc1 | 3 | 1% | 12% | -6% | 3% | -3
CC(NS(=O)(=O)c1ccccc1)C(=O)Nc1ccc(S(N)(=O)=O)cc1 (configuration not stated) | 1 | 2% | u | -18% | -10% | -2
CCOC(=O)C1(CCCc2ccccc2)CCN(CCCn2cccn2)CC1 | 0 | -3% | 10µM* | u | 6% | -7
COc1cccc(/C=C2\N=C3CCCCCN3C2=O)c1 | 52* | -2% | -8% | x | 4% | 106*
CCN(CC)c1ccc(NC(=O)CN2C(=O)CSc3ncccc32)c(C)c1 | 5 | -9% | u | x | -4% | 10
CN(C(=O)c1ccncc1)c1nnc(-c2ccncc2)s1 | 2 | 4% | x | 18% | 5% | -6
COc1ccc(OC)c(NC(=O)NC2(C(F)(F)F)Oc3ccccc3O2)c1 | -3 | -11% | u | u | -31% | 25
CCN(Cc1ccc(OC)c(F)c1)C(=O)C1CCCO1 (configuration not stated) | -5 | -5% | 2% | 9% | 3% | -8
Cc1ccc(CCNC(=O)CN(C)S(=O)(=O)c2ccc3c(c2)n(C)c(=O)c(=O)n3C)cc1 | -3 | -6% | 9.3µM* | u | -3% | -4
COc1ccccc1N1CCN(C(=O)CCn2c(=O)[nH]c3ccccc3c2=O)CC1 | -1 | -1% | x | -11% | -15% | -3
CN(C)c1ccc(C(=O)OCC(=O)c2cccs2)cc1 | 45* | 3% | 9.3µM* | 362%[activator] | -4% | 71*
CC1C(c2ccccc2)C(C#N)(C#N)C2(C#N)C(=O)NC1(N)C2C (configuration not stated) | -2 | -1% | -12% | x | -3% | 30
COC(=O)c1sc(S(=O)(=O)N2CCN(c3ccccc3)CC2)c(C(=O)OC)c1C | -2 | 9% | u | u | -20% | -2
O=C(NCCSCc1ccco1)Nc1ccccc1 | 48* | 0% | 9% | 28% | 35µM* | 57
CC(=O)Nc1ccc(C(=O)N2CCCC2)cc1 | 3 | x | 38%[activator] | 44%[activator] | 9% | -13

Exported with each value named: four of the compounds above
canonical_smiles: CC(=O)Nc1ccc(C(=O)N2CCCC2)cc1
  Cycloheximide cs: 3 | Giardia FBPA inh: x | Pf growth 96h: 38%[activator] | Pf growth 48h: 44%[activator] | Sm TGR block: 9% | Shiga toxin inh: -13
canonical_smiles: Cc1ccc(CCNC(=O)CN(C)S(=O)(=O)c2ccc3c(c2)n(C)c(=O)c(=O)n3C)cc1
  Cycloheximide cs: -3 | Giardia FBPA inh: -6% | Pf growth 96h: 9.3µM* | Pf growth 48h: u | Sm TGR block: -3% | Shiga toxin inh: -4
canonical_smiles: CCN(CC)c1ccc(NC(=O)CN2C(=O)CSc3ncccc32)c(C)c1
  Cycloheximide cs: 5 | Giardia FBPA inh: -9% | Pf growth 96h: u | Pf growth 48h: x | Sm TGR block: -4% | Shiga toxin inh: 10
canonical_smiles: COc1cccc(/C=C2\N=C3CCCCCN3C2=O)c1
  Cycloheximide cs: 52* | Giardia FBPA inh: -2% | Pf growth 96h: -8% | Pf growth 48h: x | Sm TGR block: 4% | Shiga toxin inh: 106*

The list goes on:
SMILES | Cycloheximide cs | Giardia FBPA inh | Pf growth 96h | Pf growth 48h | Sm TGR block | Shiga toxin inh
Cc1ccc(NC(=S)Nc2ccc(S(=O)(=O)Nc3ncccn3)cc2)cc1Cl | 0 | -7% | -14% | -3% | -33% | -1
O=C(OCC(=O)N1CCC(Cc2ccccc2)CC1)c1ccccc1NCCO | x | x | -3% | -13% | -3% | x
COc1ccc(S(=O)(=O)N2CCN(S(=O)(=O)c3ccc4c(c3)OCCO4)CC2)cc1 | -2&-3&6 | 5% | 20% | -12% | -1% | -20&11&31
Cc1ccc2nc(N(CCN(C)C)C(=O)c3ccc4c(c3)OCCO4)sc2c1 | 35* | x | -17% | 15% | -5% | 64
COc1ccc(S(=O)(=O)N2CCC(C(=O)NC3CCCC3)CC2)cc1OC | -2 | x | u | -2% | u | 3
N#Cc1c(NC(=O)c2cccc(S(=O)(=O)Nc3ccc(C(=O)O)cc3)c2)sc2c1CCCC2 | 6 | 12% | 1% | 61%[activator] | -9% | -4
Cc1ccc(S(=O)(=O)N(C)C)cc1NC(=O)C(C)OC(=O)c1ccc2c(c1)OCCO2 (configuration not stated) | 7 | 0% | -8% | 131%[activator] | 5% | 32
Cc1nnc(SCC(=O)Nc2ncc(Cc3ccc(F)cc3)s2)n1N | 2 | 0% | 17% | 36%[activator] | 9% | 9
CCCCCC(=O)N/N=C/c1cccs1 | 2 | 2% | 10% | 3% | 0% | 21
COC(=O)C1=COC(C)C2CN3CCC4(C(=O)Nc5ccccc54)C3CC12 (configuration not stated) | -5 | -8% | u | -16% | 4% | -10
COc1cc2cc(CCCOC(=O)c3ccc(F)cc3)oc(=O)c2cc1OC | x | x | u | -16% | u | x
CC1(C)CN=C(N2CCN(C3=NCC(C)(C)S3)CC2)S1 | -7 | 1% | 153%[activator] | -12% | -30% | -21
CCOc1ccc(C(C(=O)NCC2CCCO2)N(Cc2cccnc2)C(=O)c2snc(C(N)=O)c2N)cc1 (configuration not stated) | -4 | 3% | -4% | u | -9% | 5
